# HTT aggregate: inhibitors of mutant huntingtin aggregate formation in PC12 cells. Potency, µM (top dose mostly 46.1 µM), for inactives: top-dose activity change, negative = inhibition, most hits filed as inhibitors. AID 1688. actives 1.1% (n = 220,000). PC12 HttQ103-GFP aggregates, Acumen cytometry, 40 h; also: % is scaled to controls: 0 for no effect and ±100 for the full control effect; nearly all actives have a fitted effect of over 60% in size
#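 Huntingtin Q103 exon 1–GFP aggregates in induced PC12 cells (100 nM tebufenozide) were quantified by cytometry from lysates, with compounds dosed in titration.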
# HTT cytoprotect: protects HTT-Q103 PC12 cells, measured by ATP | PC12 HTT-Q103 induced, cytoprotection, ATP luminescence, 40 h | Potency, µM (series often up to 56.4 µM), for inactives: cytoprotection (ATP increase), actives largely listed as activators | actives 0.14% (n = 230,000);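 also: % of control where 0% means no effect; nearly all actives have a fitted effect of over 45% in size; toxic huntingtin expression switched on by the ecdysone agonist tebufenozide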
#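 Compounds were screened for protection of PC12 cells against cell death after tebufenozide induction (100 nM final) of mutant Huntingtin exon 1 (Q103) fused to GFP.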
# JMJD2E inh: JMJD2E (human) inhibition | B2RXH2 | JMJD2E catalytic domain, FDH-coupled NADH fluorescence (FDH is formaldehyde dehydrogenase) | Potency, µM (series often up to 57.1 µM), for inactives: top-dose activity change, negative = inhibition, usual class: inhibitors | actives 1.6% (n = 230,000) | AID 2147; active = well fitted inhibition curve with a large enough effect, not every such curve was filed as active; inconclusive = small, poorly fitted or top-dose-only effect, or another doubt; inactive = no such curve, though single readings can be large or run the other way;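 also: 0% = wells with enzyme and -100% = buffer wells without enzyme; nearly all actives have a fitted effect of over 50% in size; many of its hits are not listed in these tables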
# Target sequence (B2RXH2 1-337 limits assumed): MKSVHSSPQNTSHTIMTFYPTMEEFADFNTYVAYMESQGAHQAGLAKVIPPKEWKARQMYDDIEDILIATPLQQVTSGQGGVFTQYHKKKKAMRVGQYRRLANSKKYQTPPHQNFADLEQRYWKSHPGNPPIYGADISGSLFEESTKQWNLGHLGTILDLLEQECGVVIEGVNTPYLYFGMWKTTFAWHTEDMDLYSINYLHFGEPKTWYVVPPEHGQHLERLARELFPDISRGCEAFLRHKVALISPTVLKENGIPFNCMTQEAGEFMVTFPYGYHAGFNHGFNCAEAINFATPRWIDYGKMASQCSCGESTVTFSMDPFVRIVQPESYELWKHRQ
# Tau fluor counter: counter-screen for tau fibril formation inhibitors; Potency, µM (highest dose often 57.7 µM), without a hit: at the highest dose activity change, negative = decrease; tau K18 P301L Alexa594 fluorescence, heparin fibrillization; actives 0.93% (n = 280,000); AID 1463; also: % is scaled to controls: 0 for no effect and ±100 for the full control effect; nearly all actives have a fitted effect of over 55% in size
#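 Human K18 P301L tau (15 uM unlabeled plus 0.24 uM Alexa 594-labeled, final) in 100 mM sodium acetate pH 7 was mixed with compound and 20 uM heparin and incubated 6 hr at 37 C.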
# SMN2 splice enh: enhancers of SMN2 splice variant expression | Potency, µM (series often up to 46.1 µM), without a hit: at the top dose activity change, positive = activation, hits mostly activators | HEK293 SMN2-luciferase splicing reporter, luminescence, 30-36 h | actives 2.8% (n = 210,000); also: % of control where 0% means no effect; nearly all actives have a fitted effect of over 55% in size
#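 HEK293 cells carry an SMN2 minigene-luciferase reporter in which exon 7 inclusion puts luciferase in frame. Cells were seeded at 2000 cells/well, attached for 10-12 hours, then exposed to compounds for 30-36 hours at 37C before ONE-Glo luminescence.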
# Tau FP inhib: inhibitors of human tau fibril formation; P10636; K18 P301L tau heparin fibrillization, Alexa594 FP, 6 h; Potency, µM (doses to about 57.7 µM), for inactives: at the highest dose activity, negative = inhibition, hits mostly inhibitors; actives 0.39% (n = 280,000); also: % is scaled to controls: 0 for no effect and ±100 for the full control effect; nearly all actives have a fitted effect of over 55% in size
# Target sequence (P10636 561-689 P618L limits assumed): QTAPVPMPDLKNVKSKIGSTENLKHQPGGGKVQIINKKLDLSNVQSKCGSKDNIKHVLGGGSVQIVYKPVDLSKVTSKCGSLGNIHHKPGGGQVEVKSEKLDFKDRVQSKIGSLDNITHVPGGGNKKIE
#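 FP of Alexa 594-tau after heparin (20 uM) induction. Substrate: human K18 P301L, 15 uM unlabeled, 0.24 uM labeled. Buffer 100 mM sodium acetate pH 7. 6 hr, 37 C.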
# Tau fibril ThT: tau fibrillization inhibition (ThT binding) | P10636 | recombinant tau K18 P301L (four-repeat tau fragment), heparin-induced fibrillization, ThT fluorescence | Potency, µM (series often up to 57.4 µM), inactives show at the top dose activity, negative = inhibition, usual class: inhibitors | actives 2.1% (n = 270,000) | AID 1460; also: % is scaled to controls: 0 for no effect and ±100 for the full control effect; nearly all actives have a fitted effect of over 55% in size
#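 Heparin-induced (20 uM) aggregation of recombinant human K18 P301L tau, 15 uM unlabeled with 0.24 uM labeled, pH 7 acetate buffer, 6 hr at 37 C with compound. Fibrils quantified by 30 uM ThT fluorescence after 1 hr ambient incubation.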
# ALDH1A1 inh: blocks purified human ALDH1A1 activity; P00352; Purified ALDH1A1, NADH fluorescence, propionaldehyde substrate; Potency, µM (series often up to 75.3 µM), for the others: top-dose activity, negative = inhibition, hits mostly inhibitors; actives 7.3% (n = 220,000); AID 1030; active = well fitted inhibition curve with a large enough effect, not every such curve was filed as active; inconclusive = small, poorly fitted or top-dose-only effect, or another doubt; inactive = no such curve, though single readings can be large or run the other way;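 also: plate controls were no enzyme wells and a reference inhibitor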
# Target sequence (P00352 whole entry, looked up): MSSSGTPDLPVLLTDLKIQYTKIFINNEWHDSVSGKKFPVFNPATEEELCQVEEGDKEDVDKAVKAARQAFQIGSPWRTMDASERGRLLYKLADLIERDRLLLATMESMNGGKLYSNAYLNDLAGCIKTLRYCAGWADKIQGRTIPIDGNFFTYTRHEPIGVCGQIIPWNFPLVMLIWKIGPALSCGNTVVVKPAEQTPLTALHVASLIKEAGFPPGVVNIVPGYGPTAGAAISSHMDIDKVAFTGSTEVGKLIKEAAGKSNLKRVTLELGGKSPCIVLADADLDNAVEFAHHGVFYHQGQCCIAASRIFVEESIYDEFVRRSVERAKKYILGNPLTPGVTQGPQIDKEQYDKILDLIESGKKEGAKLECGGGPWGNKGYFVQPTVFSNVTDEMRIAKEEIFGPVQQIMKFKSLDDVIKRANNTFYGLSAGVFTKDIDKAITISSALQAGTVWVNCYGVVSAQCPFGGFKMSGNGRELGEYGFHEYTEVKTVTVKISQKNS
# * = called active by the depositor; ? = inconclusive; · = not tested or not shown; & = joins results of further samples; [ ] = remark or other dose. Unless noted, calls follow the shape of the dose curve; as a rule, active = well fitted curve in the direction sought with a large enough effect; inconclusive = small, poorly fitted or top-dose-only effect, or another doubt; inactive = no such curve, though single readings can be large; an effect the other way counts as inactive or inconclusive. Potency is read from the fitted curve at half-maximal effect. The list is partial (hit frequency here may not be typical).
molecule	HTT aggregate	HTT cytoprotect	JMJD2E inh	Tau fluor counter	SMN2 splice enh	Tau FP inhib	Tau fibril ThT	ALDH1A1 inh
O=c1cc(N2CCOCC2)c2ccccc2o1	12.6%	-7.0%[10 µM]	0.8%	-6.9%	-0.1%	0.4%	-12.4%	-1.4%
C#C[C@]1(O)CC[C@H]2[C@@H]3CCc4cc(O)ccc4[C@H]3CC[C@@]21C	2.0%&-2.9%	-51.1%&-55.7%	5.2%	?	-20.6%&3.5%	16.0%&-15.7%	?	2.1%&10.1%&8.0%
COC(=O)c1ccc(CSc2ccc3nnc(-c4ccc(OC)cc4)n3n2)o1	-7.1%	-37.8%[inhibitor]	-0.4%	-16.4%	-9.2%	-3.4%	-21.1%	8.8%
CCOC(=O)N1CCc2c(sc3c2c(=O)n(-c2ccc(CC)cc2)c(=O)n3Cc2cccc(OC)c2)C1	·	·	·	-4.8%	-1.5%	3.6%	-8.9%	·
CS/C(=N\S(=O)(=O)c1cccs1)Nc1ccc(Cl)cc1	-15.9%	35.4%[10 µM]	-7.9%	-9.4%	-18.5%	3.9%	-2.5%	5.2%
COCCCN1C(=O)C(=O)/C(=C(/O)c2ccc3c(c2)OCCO3)C1c1ccc(C(=O)OC)cc1 (stereo not given)	0.3%	-17.2%	-7.5%	-5.4%	-2.5%	-2.9%	-5.8%	1.2%
CCn1c(SCC(=O)N2CCN(c3ccccc3)CC2)nnc1-c1ccncc1	-32.7%	-11.9%[10 µM]	-0.5%	3.5%	-26.7%	-4.7%	-8.6%	25.1µM*
O=C(CN1C(=O)CC(c2ccccc2)=Nc2ccccc21)NC1CCCCC1	-3.4%	4.3%	-0.9%	-5.5%	2.9%	3.6%	-8.1%	8.3%
CCN(CC)C(=O)CSc1nc(O)cc(=O)n1C	18.3%	4.6%[0.074 µM]	2.0%	-2.0%	?	-15.4%	?	-17.4%
CNC(=S)N(Cc1ccc(OC)cc1)Cc1cc2cccc(C)c2[nH]c1=O	21.1%[9.22 µM]	9.2%[10 µM]	-2.9%	-9.1%	-22.9%	-8.4%	-5.3%	-3.3%
CCOc1ccc(NC(=O)N(CCN(C)C)C(C)c2ccncc2)cc1 (stereo not given)	7.0%	-1.1%	-1.9%	-4.9%	-25.9%	5.6%	-14.2%	-2.8%
Cc1ccccc1-c1nc2ccccc2c(=O)n1C1CCS(=O)(=O)C1 (stereo not given)	-0.7%	14.7%[10 µM]	2.8%	-2.8%	26.6%	-7.5%	-5.4%	4.5%

molecule	HTT aggregate	HTT cytoprotect	JMJD2E inh	Tau fluor counter	SMN2 splice enh	Tau FP inhib	Tau fibril ThT	ALDH1A1 inh
Cc1nn(C(=O)c2ccc3c(c2)OCO3)c(N)c1-c1ccccc1	-16.1%	1.5%[10 µM]	-11.4%	-7.4%	9.8%	-6.1%	-7.9%	1.3%
CC(=O)c1nnn(-c2cccc([N+](=O)[O-])c2)c1C	8.5%	-15.1%	-0.1%	-3.2%	-46.1%[inhibitor]	-2.8%	-4.1%	-7.0%
CCOC(=O)C(C)Sc1nnc(NC(=O)c2ccc3c(c2)OCO3)s1 (stereo not given)	-6.0%	-45.1%[inhibitor]	-11.7%	-10.1%	17.5%	-8.2%	-14.7%	?
Cc1ccc(OCCNS(=O)(=O)c2ccc(N3CCCC3=O)cc2)cc1	11.2µM*	18.0%[10 µM]	10.3%	-0.2%	-74.9%[inhibitor]	-5.0%	-9.4%	-3.0%
COc1ccc(C(=O)Nc2nc(-c3ccc(S(=O)(=O)N4CCOCC4)cc3)cs2)cc1	?	-42.5%[inhibitor]	?	?	-69.5%[inhibitor]	-4.6%	-6.1%	?
Cc1ccc(C(=O)NC(=S)NNS(=O)(=O)c2ccc(C)cc2)cc1	29.3%	·	-15.0%	-3.9%	6.9%	10.2%	-11.6%	-11.0%
CCOC(=O)COc1ccccc1/C=N/O	0.2%	29.6%[10 µM]	7.8%	3.5%	0.5%	1.8%	0.3%	6.6%
O=C(OCCN=C1NS(=O)(=O)c2ccccc21)c1cccs1	23.0%	-31.9%	2.6%	13.4%	-2.3%	3.3%	12.2%	?
Nc1nnc(CSCc2cccc(Br)c2)s1	6.0%[9.22 µM]	14.8%	-1.3%	1.4%	-0.6%	-2.7%	-2.6%	12.7%
CC(=O)Nc1ccc(-c2csc(NC=C3C(=O)OC(C)(C)OC3=O)n2)cc1	14.6%[9.22 µM]	-47.4%[inhibitor]	7.1%	-10.5%	27.0%	-0.4%	-12.1%	?
COc1ccccc1CC(=O)O/N=C(\N)c1ccccn1	-16.7%[9.22 µM]	-11.1%[10 µM]	-6.7%	2.4%	·	0.2%	0.9%	-7.0%
CC(C)(C)NC(=O)C1CC(=O)OC1(C)C (stereo not given)	-5.4%	-18.4%[0.074 µM]	0.7%	-6.2%	19.6%	4.6%	0.9%	2.6%

molecule	HTT aggregate	HTT cytoprotect	JMJD2E inh	Tau fluor counter	SMN2 splice enh	Tau FP inhib	Tau fibril ThT	ALDH1A1 inh
CC(C)=CCN1CCN(CCC2=C(C)CCCC2(C)C)CC1CCO (stereo not given)	5.2%[9.22 µM]	-7.4%[10 µM]	-3.6%	-2.3%	·	-5.4%	-4.6%	5.9%
COc1ccc(-c2cc(C(F)(F)F)nc(N3CCOCC3)n2)cc1	-10.4%	10.0%	?	-18.8%	-22.8%	-0.7%	-18.3%	-5.6%
CCN(CC)S(=O)(=O)c1cccc(C(=O)N[C@H](C(=O)Nc2nc3ccc(F)cc3s2)C(C)C)c1	-23.9%	2.4%[10 µM]	-5.5%	-16.1%	-20.5%	-4.2%	-3.4%	11.5%
Cc1cc(-c2nnnn2-c2ccc(F)cc2)no1	-0.6%[9.22 µM]	12.8%[10 µM]	-7.6%	-14.4%	·	-7.7%	-11.1%	1.0%
Cc1ccc(S(=O)(=O)N2CC(O)CC2C(=O)OCC(=O)c2ccccc2Cl)cc1C (stereo not given)	24.4%	3.1%[10 µM]	-0.1%	-11.4%	-6.9%	1.0%	-3.8%	?
CN(CCCNC(=O)CN1C(=O)CC(C)(C)S(=O)(=O)c2ccccc21)C1CCCCC1	10.5%[9.22 µM]	-2.3%	6.6%	-7.0%	10.0%	?	4.3%	-2.6%
CC(CCc1ccccc1)NC(=O)c1ccc(Cl)nc1 (stereo not given)	-0.1%	-7.7%	6.2%	-9.0%	-6.2%	-7.0%	-8.4%	-11.4%
O=S(=O)(c1ccccc1)N1CCC2(CC1)CO2	-7.8%	-31.3%[inhibitor]	-6.8%	-1.3%	·	1.2%	-9.1%	?
Cc1occc1-c1nnc(SCC(=O)NCc2ccc3c(c2)OCO3)n1CC(C)C	-4.8%	-20.8%[10 µM]	2.1%	-0.4%	-16.9%	3.5%	0.2%	-2.9%
COc1cccc(-c2nn(C)c3sc(C(=O)NCc4ccc5c(c4)OCO5)cc23)c1	5.1%	-14.0%	?	?	2.6%	-16.0%	5.8%	?
O=C(COC(=O)c1c2c(nc3ccccc13)/C(=C/c1ccco1)CC2)NC1CCCC1	16.0%	-12.5%[10 µM]	25.1µM*	?	27.7%	-13.4%	?	?
Clc1ccccc1Nc1nnc(-c2ccncc2)s1	?	-41.7%[10 µM]	-1.7%	1.0%	3.16µM*	-2.7%	-7.6%	-10.7%

molecule	HTT aggregate	HTT cytoprotect	JMJD2E inh	Tau fluor counter	SMN2 splice enh	Tau FP inhib	Tau fibril ThT	ALDH1A1 inh
CCCCCCC1/C(=N/O)CCC1C(=O)OC (stereo not given)	3.98µM*	10.1%	-1.8%	0.2%	?	1.0%	-0.2%	2.9%
COc1cc(-c2nc(-c3ccccc3)c(-c3ccc(F)cc3)[nH]2)cc2c1OCO2	2.4%	18.5%[10 µM]	?	?	-2.1%	6.0%	-1.4%	?
COC(=O)CCC(=O)N1CCCC(CO)(Cc2ccccc2C)C1 (stereo not given)	9.3%[9.22 µM]	-4.2%[10 µM]	13.9%	16.6%	5.6%	9.8%	1.2%	1.0%
Cc1ccc(C)c(NC(=S)N2CCCCCC2)c1	21.6%	-8.3%[10 µM]	6.7%	-3.2%	15.2%	-3.3%	-1.0%	11.9%
O=C(Nc1ccccc1)Nc1nnc(CSCc2ccccc2Cl)s1	?	5.1%[10 µM]	14.2%	?	-75.7%[inhibitor]	10µM*	21.4%	3.9%
Cc1cc(NS(=O)(=O)c2ccc(N3C(=O)C4C5C=CC(C5)C4C3=O)cc2)nc(C)n1 (stereo not given)	-2.2%	-5.0%[10 µM]	-29.2%	-7.2%	6.0%	0.1%	0.6%	-3.8%
CC1(C)Cc2ccccc2C(N/N=C/c2cccc(F)c2)=N1	7.9%	-21.2%	0.2%	-0.2%	-20.6%	4.4%	-11.1%	-9.7%
CCOc1cc(Cl)c(S(=O)(=O)NCc2ccccn2)cc1Cl	-9.1%	23.9%	10.8%	-16.7%	-19.6%	-1.2%	-16.1%	-12.2%
Clc1ccc(CSc2nnc(/C=C/c3ccccc3)o2)c(Cl)c1	2.5%	-5.0%[10 µM]	155.3%[activator]	-17.6%	27.2%	-8.5%	-23.2%	0.3%
CCC(CO)n1c(SCc2cc(=O)oc3cc(C)ccc23)nc2ccccc2c1=O (stereo not given)	28.0%	4.7%	-7.9%	-23.4%	6.1%	1.4%	?	4.47µM*
